Bioassay records (PubChem)
PfHsp40 rescue – compounds rescuing yeast from Plasmodium falciparum HSP40 toxicity | growth rescue, % at 12.5 µM | S. cerevisiae expressing PfHsp40, growth rescue, ATP luminescence | 340,000 tested, 0.68% active; in the data active means growth rescue above about 28%, passing the limit was not always enough;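 further: yeast W303a lacking pdr1 and pdr3 grown in galactose medium; growth measured after three days at 30 °C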
TcdB inh – inhibitors of Clostridioides difficile toxin B glycohydrolase. inhibition, % at 9.99 µM. TcdB glycohydrolase enzymatic assay, plate reader. 350,000 tested, 0.24% active. AID 652162; in the data active means inhibition above about 10%
PriA SSB inh – blocks PriA binding to SSB C-terminal tail | AlphaScreen SSBct-PriA binding, biotinylated peptide | inhibition, % at 33 µM | 430,000 tested, 0.6% active | AID 1272365; in the data active means inhibition mostly above about 37%, no sharp cut-off; inactive means mostly below about 20%;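 further: plate controls were negative control peptide for no effect and reference peptide for full effect; strong numbers were not always called active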
BH1578 lux ind – inducers of Vibrio cholerae quorum light production without autoinducers; V. cholerae BH1578 lux reporter, luminescence, 6 h; activation, % at 18.7 µM; 350,000 tested, 0.16% active; AID 588436; in the data active means activation mostly above about 9.7%, no sharp cut-off; further: not every result past the cut was called active; inactives centre near 0; reference of the scale not given here
SARS 3CLpro inh – SARS-CoV 3CLpro protease inhibition; P0C6X7; recombinant SARS-CoV 3CLpro, quenched FRET peptide cleavage; inhibition, % at 6 µM; 290,000 tested, 0.14% active; AID 1706; in the data active means inhibition above about 12%
Yp Topo-I inh – inhibitors of Yersinia pestis topoisomerase I; Y. pestis Topo-I cleavage product accumulation, plate reader; activity, % at 10 µM; 360,000 tested, 0.064% active; AID 504884; in the data active means activity above about 50%, passing the limit was not always enough; further: inactives centre near 2
VHR inh abs – DUSP3 (human) phosphatase inhibition; P51452; recombinant VHR phosphatase, pNPP absorbance; inhibition, % at 13.3 µM; 290,000 tested, 0.52% active; AID 1654; in the data active means inhibition above about 50%; further: some compounds called inactive have numbers as strong as hits
CCHF vOTU inh – blocks the CCHF virus ovarian tumor domain protease; CCHFV vOTU protease, Pep-AMC fluorescence; inhibition, % at 11.5 µM; 370,000 tested, 0.55% active; AID 651958; in the data active means inhibition above about 30%; further: 0% = vehicle wells with enzyme and 100% = no enzyme wells
Anthrax LF inh2 – anthrax lethal factor protease inhibition; multiplex microsphere protease cleavage assay, LF; inhibition, % at 10 µM; P15917; 360,000 tested, 0.12% active; further: plate controls were buffer without enzyme for full effect and enzyme alone for no effect
BoNT-A LC inh2 – BoNT A light chain protease inhibition | inhibition, % at 10 µM | AID 588499 | 360,000 tested, 0.17% active | multiplex microsphere protease substrate cleavage, flow cytometry; further: plate controls were buffer without enzyme for full effect and enzyme alone for no effect
* hit, by the source's call; i = inactive; . = not tested or not shown. Unless noted, no stated cut-off is given here; in the data, active means inhibition above about 30%; inconclusive means no clear call, values can overlap the other calls; inactive means below that.

Letter code: A = PfHsp40 rescue; B = TcdB inh; C = PriA SSB inh; D = BH1578 lux ind; E = SARS 3CLpro inh; F = Yp Topo-I inh; G = VHR inh abs; H = CCHF vOTU inh; I = Anthrax LF inh2; J = BoNT-A LC inh2
O=C(c1cnn2c(C(F)(F)F)cc(-c3ccccc3)nc12)N1CCCCC1c1cccnc1 (configuration not stated)
  A: 1.3; B: 0.0; C: 2; D: i; E: 3; F: 2; G: 36; H: -7; I: -6; J: -0.4

CN(C)c1ccc(-c2nnc(SCC3CCCO3)n2C)cc1 (configuration not stated)
  A: 0.3; B: -1.0; C: 5; D: i; E: 2; F: 15; G: 11; H: -8; I: -5; J: -0.8

O=C(NCCO)c1ccc(Oc2ccc(C(F)(F)F)cc2[N+](=O)[O-])cc1
  A: 0.8; B: 1.9; C: -10; D: -0.7; E: 1; F: -6; G: 20; H: -8; I: -1; J: -0.1

COc1ccc(NC(=O)CN(C)S(=O)(=O)c2cccc3nsnc23)cc1OC
  A: -0.8; B: .; C: -13; D: -0.2; E: -2; F: -2; G: -14; H: 6; I: -4; J: -2.6

CCc1cc(C(=O)c2ccc(C)cc2)c(NC(=O)CCl)s1
  A: 3.0; B: 0.4; C: 21; D: 3.6; E: 20*; F: 31; G: -4; H: 10; I: -2; J: 0.4

COc1ccc(C2=CC(=O)CC(c3ccc(OC)cc3)C2)cc1 (configuration not stated)
  A: 5.6; B: 2.4; C: -11; D: 0.7; E: 3; F: 7; G: 12; H: -7; I: -7; J: 0.1

CC(=O)O[C@H]1C[C@@]2(C)[C@@H](C[C@@H](O)[C@H]3[C@@]4(C)CC[C@@H](O)[C@@H](C)C4CC[C@@]32C)/C1=C(\CCC=C(C)C)C(=O)O (some centres not stated)
  A: 1.7; B: -0.2; C: 0; D: i; E: 1; F: -7; G: 16; H: 9; I: -3; J: -1.5

Cc1ccc(/C=N/c2sc(Cc3ccccc3)c(C)c2C(N)=O)o1
  A: 2.0; B: -0.6; C: .; D: -0.4; E: -1; F: 2; G: 24; H: 0; I: -1; J: 0.4

Cn1nc([N+](=O)[O-])nc1Sc1nnc(-c2ccccc2)o1
  A: 0.3; B: .; C: -11; D: -0.6; E: -1; F: 1; G: 39; H: 3; I: -2; J: 0.1

O=C(Nc1ccc(/C=C/c2nc3ccccc3o2)cc1)c1cccc(C(F)(F)F)c1
  A: 1.2; B: .; C: -6; D: -1.4; E: 2; F: 2; G: 5; H: 7; I: -4; J: 0.1

CC1Oc2ccccc2N(Cc2ccccc2Cl)C1=O (configuration not stated)
  A: -0.6; B: 1.7; C: -10; D: -2.2; E: 1; F: 29; G: 31; H: .; I: -2; J: -0.6

Cc1ccc(Cn2nnc3c(=O)[nH]c(C4CCCN(S(=O)(=O)c5ccc(F)cc5)C4)nc32)cc1 (configuration not stated)
  A: 0.8; B: 1.2; C: 1; D: -3.1; E: 6; F: 10; G: 12; H: 2; I: 1; J: 0.0

COc1cc(CN(C)CC2CCCN(CCc3ccccc3F)C2)cc(Cl)c1OC (configuration not stated)
  A: -1.6; B: 0.3; C: 5; D: 1.7; E: 8; F: 20; G: 21; H: -11; I: -18; J: -2.2

CC1CC(C)CN(C(=O)Cn2c(=O)n(CCCCC(=O)NCc3ccco3)c(=O)c3ccccc32)C1 (configuration not stated)
  A: -0.6; B: .; C: -17; D: i; E: -1; F: 12; G: 0; H: -2; I: -2; J: -0.3

OC(c1ccc(F)cc1)c1nc(-c2cccc(C(F)(F)F)c2)cs1 (configuration not stated)
  A: .; B: 1.0; C: .; D: i; E: .; F: -1; G: .; H: 21; I: 0; J: -0.1

CCOc1ccc(-c2nnn(CC(=O)NCc3ccc(F)cc3)n2)cc1OCC
  A: -0.1; B: 1.2; C: -3; D: -0.4; E: 0; F: -6; G: 17; H: -5; I: -3; J: -1.0

COc1ccc(C(CNC(=O)c2ccc(C)c(S(=O)(=O)N3CCOCC3)c2)N2CCCC2)cc1 (configuration not stated)
  A: 0.0; B: 1.5; C: 4; D: i; E: .; F: -1; G: .; H: 11; I: -8; J: -3.6

COCCNC(=O)COC(=O)/C=C/c1c(C)nn(Cc2ccc(Cl)cc2Cl)c1Cl
  A: -0.5; B: .; C: -14; D: i; E: -2; F: 18; G: 17; H: -8; I: -4; J: 0.0

CCN1CCN(c2ccc(S(=O)(=O)N3CCCCC3)cc2NC(=O)/C=C/c2ccc(OC(F)F)cc2)CC1
  A: -0.1; B: 0.9; C: -1; D: i; E: .; F: 12; G: .; H: -4; I: -4; J: 3.3

CC1CC(C)(C)NC(=S)N1CCCC(=O)NCc1ccccc1 (configuration not stated)
  A: -0.4; B: -0.5; C: 7; D: -0.2; E: 1; F: -8; G: -10; H: 11; I: -4; J: 0.0

O=S(=O)(NC1c2cccc3cccc(c23)C1N1CCNCC1)c1ccc(Cl)cc1 (configuration not stated)
  A: -0.3; B: 0.8; C: -8; D: -0.2; E: 3; F: -4; G: 9; H: -7; I: -1; J: -2.8

O=C(Nc1ccccc1)c1nc[nH]c1C(=O)N1CCN(c2ccccc2)CC1
  A: 0.3; B: -0.7; C: -5; D: i; E: .; F: 1; G: .; H: 4; I: -2; J: -0.4

Cc1cc(Cn2nc(-c3ccccc3)cc2C(=O)NCc2cccs2)on1
  A: 1.8; B: 1.7; C: -24; D: i; E: .; F: 22; G: .; H: -4; I: 4; J: -0.4

COC(=O)C(NC(=O)C(NC(=O)C1CCC(C)CC1)C(C)C)C(C)C (configuration not stated)
  A: -0.7; B: 1.4; C: 1; D: -0.3; E: .; F: 4; G: .; H: -6; I: -4; J: -0.8

COc1ccccc1N1CCN(Cc2c(F)cccc2Cl)CC1
  A: 0.7; B: .; C: -6; D: 5.9; E: -2; F: 11; G: 22; H: 5; I: -1; J: -1.3

Nc1nc(SCc2ccccc2Cl)[nH]c(=O)c1-c1ccccc1
  A: 3.2; B: .; C: -2; D: .; E: 2; F: 28; G: 33; H: 13; I: -1; J: 0.2

COc1ccc(CNC(=O)OCc2nccnc2C(=O)Nc2ccc(Br)cn2)cc1
  A: -1.6; B: -0.7; C: -2; D: i; E: 1; F: 1; G: -2; H: 13; I: 1; J: 1.6

NC(=S)Nc1ccc(Cl)c(Cl)c1
  A: -0.5; B: -0.1; C: 2; D: -0.4; E: -2; F: 6; G: 17; H: -7; I: 52*; J: -1.2

CN(C)S(=O)(=O)c1ccc(NC(=O)C2COc3ccccc3O2)cc1 (configuration not stated)
  A: -0.9; B: 1.1; C: -7; D: -0.4; E: -2; F: 10; G: -29; H: -1; I: -9; J: 0.1

CCn1c(CNC(=O)c2ccccc2)nc2ccccc21
  A: -0.3; B: -0.6; C: -7; D: -0.4; E: 4; F: 1; G: .; H: -2; I: 2; J: 0.9

c1ccc2c(COn3nnc4ccccc43)cccc2c1
  A: 4.4; B: .; C: -64; D: -2.4; E: -4; F: 14; G: 10; H: -4; I: 1; J: 1.7

N#C/C(=C\c1ccccc1)C(=O)N1CCN(c2ccccc2F)CC1
  A: -0.9; B: 2.0; C: 0; D: -0.5; E: 1; F: 21; G: 7; H: 2; I: 0; J: -1.3

CCOc1cccc(NC(=O)CSc2nncn2N)c1
  A: -1.0; B: 1.2; C: 5; D: 0.0; E: -3; F: -8; G: 29; H: -7; I: -2; J: 1.2

CN(C)/C=C(/C(=O)c1ccc(Cl)cc1)S(C)(=O)=O
  A: -0.3; B: 0.0; C: -21; D: 0.9; E: 5; F: -2; G: 30; H: 8; I: 5; J: -2.8

CC(NC(=O)COc1ccccc1F)C1CC2CCC1C2 (configuration not stated)
  A: 0.7; B: -0.5; C: -12; D: i; E: -1; F: 10; G: 18; H: 14; I: 1; J: 0.7

CC1(C(=O)Nc2cccc(Oc3ccccc3)c2)CCN1C1Cc2ccccc2C1 (configuration not stated)
  A: .; B: -1.3; C: .; D: 1.5; E: .; F: 34; G: .; H: 12; I: 6; J: -0.2

CC(C)(C)C(=O)/C=c1\[nH]c(=O)/c(=C\c2ccccc2F)s1
  A: 0.7; B: 0.7; C: .; D: i; E: 3; F: 1; G: -4; H: 13; I: -6; J: -0.1

COc1cc(NC(=O)C23CC4CC(C2)CC(n2cnc([N+](=O)[O-])n2)(C4)C3)cc(OC)c1
  A: -0.5; B: .; C: 0; D: i; E: 3; F: 3; G: -2; H: -20; I: -5; J: 0.8

Cc1ccc(Cn2cc(/C=N/Nc3ccc([N+](=O)[O-])cn3)c3ccccc32)cc1
  A: 1.3; B: -0.2; C: .; D: -8.3; E: 1; F: -13; G: 18; H: -3; I: -2; J: 0.0

Cc1ccc(S(=O)(=O)N2CCOCC2)cc1NC(=O)CSc1ccccn1
  A: 1.0; B: 0.7; C: 14; D: i; E: 0; F: 0; G: 9; H: 3; I: 0; J: 0.6

O=C(CCS(=O)(=O)c1ccc(Br)cc1)Nc1ccccc1Cl
  A: -0.4; B: 0.4; C: -15; D: i; E: -5; F: 5; G: 2; H: -1; I: -11; J: 0.7

O=C(NCCCc1ccccn1)C1CCC(=O)N(Cc2cccc(F)c2)C1 (configuration not stated)
  A: -2.0; B: 1.0; C: -1; D: i; E: -2; F: 0; G: 15; H: 15; I: 3; J: 1.1

COc1ccc(C(=O)Nc2cc(S(=O)(=O)N3CCCC3)ccc2Cl)cc1
  A: -0.2; B: 1.7; C: 1; D: 10; E: .; F: 14; G: .; H: -7; I: -5; J: 0.0

CC(=O)Nc1nc2ccc(C(=O)NCCOC(=O)C3CCCCC3)cc2s1
  A: 0.0; B: 0.6; C: 3; D: 0.1; E: 3; F: -3; G: -3; H: 8; I: -2; J: -0.3

CCCCNC(=O)C1(C)CCN1C(=O)c1cccc2c1OCCO2 (configuration not stated)
  A: .; B: 0.5; C: .; D: 3.3; E: .; F: 1; G: .; H: 4; I: 0; J: -0.2

COc1cc(OC)cc(C2=Cc3ccc(OC)cc3C(CC(C)=O)N2c2ccc(C#CCCO)cc2)c1 (configuration not stated)
  A: .; B: -1.2; C: .; D: .; E: .; F: .; G: .; H: -3; I: -7; J: 1.7

Nc1nc(SCC(=O)NN(c2ccccc2)c2ccccc2)n[nH]1
  A: -1.6; B: -0.7; C: -1; D: -0.3; E: -4; F: -5; G: -6; H: 2; I: -2; J: -0.2

O=C(NC1CCCCC1)c1ccc(CS(=O)Cc2ccc(Cl)cc2)o1 (configuration not stated)
  A: -0.7; B: 1.3; C: -9; D: -3.9; E: -2; F: 3; G: 15; H: 5; I: -1; J: 0.3

CC(C)CC(C(=O)NC1CCCCC1)N(Cc1cccs1)C(=O)c1snc(C(N)=O)c1N (configuration not stated)
  A: -0.3; B: -1.2; C: -4; D: i; E: 3; F: 6; G: 23; H: -4; I: -4; J: -0.2

COc1ccc(C)cc1NC(=O)CSc1nnc(-c2ccc(Br)cc2)o1
  A: 0.7; B: 0.4; C: -18; D: -2.0; E: -3; F: 19; G: 4; H: 7; I: 4; J: 0.0

CS(=O)(=O)N(CC(O)Cn1c2ccccc2c2ccccc21)c1cccc2ccccc12 (configuration not stated)
  A: 1.7; B: 0.6; C: 0; D: .; E: 8; F: -1; G: 10; H: 9; I: -7; J: 0.0

O=C(CSc1ccc(-c2ccccc2)nn1)NC1CCCC1
  A: -0.9; B: 0.2; C: -6; D: i; E: 3; F: 18; G: 4; H: -1; I: 0; J: 1.8

Some of the entries so far, as tab-separated lines.
compound	PfHsp40 rescue	TcdB inh	PriA SSB inh	BH1578 lux ind	SARS 3CLpro inh	Yp Topo-I inh	VHR inh abs	CCHF vOTU inh	Anthrax LF inh2	BoNT-A LC inh2
CC1(C(=O)Nc2cccc(Oc3ccccc3)c2)CCN1C1Cc2ccccc2C1 (configuration not stated)	.	-1.3	.	1.5	.	34	.	12	6	-0.2
CC(C)(C)C(=O)/C=c1\[nH]c(=O)/c(=C\c2ccccc2F)s1	0.7	0.7	.	i	3	1	-4	13	-6	-0.1
COc1cc(NC(=O)C23CC4CC(C2)CC(n2cnc([N+](=O)[O-])n2)(C4)C3)cc(OC)c1	-0.5	.	0	i	3	3	-2	-20	-5	0.8
Cc1ccc(Cn2cc(/C=N/Nc3ccc([N+](=O)[O-])cn3)c3ccccc32)cc1	1.3	-0.2	.	-8.3	1	-13	18	-3	-2	0.0

The list is partial; the hit share may differ from the screen's.
